bIAP act = intestinal alkaline phosphatase (bovine) activation; AID 1016; purified bovine IAP, CDP-star luminescence, 30 min; hits give high values; fold of DMSO-control signal, blank-subtracted; activation factor at 20 µM; 200,000 tested, 0.17% active;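 active = activation factor of 2 or more at 20 µM, a signal rise over negative controls twice the positive control's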
SRC2 TRFRET art = TR-FRET artefact, counter-screen to PPARgamma/SRC-2 agonist assay | TR-FRET ratio at 8 µM | AID 1049 | 200,000 tested, 0.4% active | hits give high values; in the data active = TR-FRET ratio above about 2000; note: inactives centre near 1500; reference of the scale not given here
PPARg SRC2 recr = agonists of SRC-2 recruitment by human PPARgamma; PPARgamma LBD-SRC-2 recruitment, biochemical; activation, % at 8 µM; 200,000 tested, 0.34% active; AID 1032; in the data active = activation above about 22%;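 note: 0% = vehicle and 100% = reference agonist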
Target sequence (P37231 whole entry, looked up, the tested form may be a part): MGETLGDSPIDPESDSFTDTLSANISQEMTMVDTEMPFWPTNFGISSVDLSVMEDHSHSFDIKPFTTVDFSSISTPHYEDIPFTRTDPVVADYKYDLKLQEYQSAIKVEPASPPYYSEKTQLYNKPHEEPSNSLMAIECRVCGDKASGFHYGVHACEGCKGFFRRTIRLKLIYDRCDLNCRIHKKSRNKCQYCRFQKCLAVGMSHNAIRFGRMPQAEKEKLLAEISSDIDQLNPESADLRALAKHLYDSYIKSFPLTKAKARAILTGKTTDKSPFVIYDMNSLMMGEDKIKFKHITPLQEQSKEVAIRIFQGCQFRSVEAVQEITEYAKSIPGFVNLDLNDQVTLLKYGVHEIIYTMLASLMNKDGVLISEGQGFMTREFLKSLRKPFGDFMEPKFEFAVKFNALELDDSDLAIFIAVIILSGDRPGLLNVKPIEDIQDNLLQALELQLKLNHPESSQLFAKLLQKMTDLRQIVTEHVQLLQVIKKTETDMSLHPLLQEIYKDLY
L major viab = Leishmania major promastigote growth inhibition | Leishmania major promastigotes, resazurin fluorescence viability | 200,000 tested, 9% active | inhibition, % at 10 µM; in the data active = inhibition above about 50%;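 note: promastigotes grown with compound for 44 hours at 28 °C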
S1P3 antag = S1P3 (human) receptor antagonism; Q99500; CHO S1P3 NFAT-BLA reporter, FRET fluorescence, antagonist mode; inhibition, % at 4.98 µM; 170,000 tested, 0.27% active;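 active = inhibition above the plate cutoff, the mean inhibition of test wells on that plate plus 3 SD, cut at about 28% in these data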;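 note: cells challenged with S1P at its EC80 of 0.8 µM; blue over green emission ratio from cleaved BLA substrate after 4 h stimulation; 0% = S1P-stimulated wells and 100% = unstimulated DMSO-only wells; some compounds past the cut are filed as inactive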
Target sequence (Q99500 whole entry, looked up): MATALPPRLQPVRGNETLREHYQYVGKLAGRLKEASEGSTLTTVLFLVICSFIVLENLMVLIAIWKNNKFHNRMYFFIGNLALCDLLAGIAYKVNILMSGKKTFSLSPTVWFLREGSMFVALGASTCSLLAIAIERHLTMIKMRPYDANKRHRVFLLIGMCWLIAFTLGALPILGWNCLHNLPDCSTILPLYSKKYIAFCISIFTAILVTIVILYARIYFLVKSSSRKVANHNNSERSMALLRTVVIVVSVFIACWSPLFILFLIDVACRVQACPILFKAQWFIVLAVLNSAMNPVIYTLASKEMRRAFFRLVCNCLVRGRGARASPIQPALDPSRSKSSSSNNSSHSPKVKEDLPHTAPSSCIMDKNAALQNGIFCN
bIAP inh = intestinal alkaline phosphatase (bovine) inhibition; 190,000 tested, under 10 active; purified bovine IAP, CDP-star luminescence, 30 min; inhibition, % at 20 µM;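 active = over 50% inhibition of intestinal alkaline phosphatase at 20 µM in the single-dose screen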
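System: Purified bovine intestinal alkaline phosphatase (IAP) enzyme | Input: IAP diluted 1/65,000,000 in the well | Also added: CDP-star chemiluminescent phosphatase substrate, 30 µM final | Dosing: 20 µM single dose | Times: Enzyme reaction for 30 min at room temperature | Detection: Luminescence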
PPARg SRC-1 ag = PPARgamma-driven SRC-1 recruitment agonism; activation, % at 8 µM; 200,000 tested, 0.41% active; PPARgamma-SRC-1 coactivator recruitment biochemical assay; AID 631; P37231; in the data active = activation above about 19%;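 note: 0% = DMSO and 100% = reference agonist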
ROMK mod = human ROMK K+ channel modulation, primary screen. P48048. Tet-inducible ROMK, thallium flux fluorescence; actives lie on both sides. B-score at 10 µM. 130,000 tested, 2% active. AID 1918;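 active = signal ratio slope over the read window, or its plate-corrected B-score, at least 3 SD from the plate mean, either direction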;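 note: B-score of the F/F0 ratio slope over 7 to 12 s after thallium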
TLR4 MyD88 comp = TLR4-MyD88 interaction inhibition in cells; O00206+Q99836; HeLa CL3-4 TLR4/MyD88 BLA complementation, FRET ratio; inhibition, % at 8.4 µM; 200,000 tested, 0.18% active; AID 861; in the data active = inhibition above about 25%;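 note: 0% = vehicle and 100% = reference inhibitor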
PPARg SRC-3 ag = agonists of human PPARgamma SRC-3 coactivator recruitment; AID 731; 200,000 tested, 0.26% active; biochemical PPARgamma/SRC-3 coactivator recruitment assay; P37231; activation, % at 8 µM; in the data active = activation above about 23%;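 note: 0% = DMSO and 100% = reference agonist; some compounds past the cut are filed as inactive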
DTT redox prof = compounds producing H2O2 with reducing agent – biochemical, NIH compound library profiling, artefact control for MLSCN library redox annotation, primary screen; 200,000 tested, 0.03% active; DTT-dependent redox cycling H2O2, phenol red/HRP absorbance; 100% = 100 µM peroxide control, 0% = buffer; activation, % at 10 µM;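 active = activation of at least 50% relative to the plate's high and low controls in the primary single-dose screen; inactive = activation below 50%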;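 note: compound incubated with DTT at 0.8 mM final as the reducing agent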
An asterisk follows results filed as active; x = no result given. Not a hit list; any-hit rate near 11%.

SMILES	bIAP act	SRC2 TRFRET art	PPARg SRC2 recr	L major viab	S1P3 antag	bIAP inh	PPARg SRC-1 ag	ROMK mod	TLR4 MyD88 comp	PPARg SRC-3 ag	DTT redox prof
COc1cc(C2c3c([nH]c(=O)[nH]c3=O)Nc3ccc4ccccc4c32)ccc1O (stereo not drawn)	1	1697	10	4	-4	-4	4	0.037	-13	5	-0.4
COC(=O)CSc1nnc(CCc2nc3ccccc3[nH]2)n1C	1.1	1618	-4	-1	-10	-15	-3	x	7	5	-0.3
CCOc1ccc(-c2[nH]ncc2-c2csc(C)n2)c(O)c1	0.9	1501	1	-8	-11	8	-3	x	0	2	-0.2
Cc1cc(C)n(C(=O)c2ccc(C)c(S(=O)(=O)N3CCCC3)c2)n1	0.9	1273	-5	1	-16	8	-5	0.052	-10	7	0.5
Cc1ccc(S(=O)(=O)N2CCN(C(=O)CN3CCCCC3)C2C(C)C)cc1 (stereo not drawn)	0.7	1667	14	4	x	34	4	0.29	-2	2	0.1
CC(=O)N1CCC(N(CCCOC(C)C)C(=O)Nc2ccc(Cl)cc2)CC1	x	1376	-4	4	14	x	-1	x	8	-5	-0.9
Cc1ccc(S(=O)(=O)N2CCN(CC(=O)N/N=C\c3cccnc3)CC2)cc1	0.9	1681	13	-1	-10	8	6	x	1	7	-0.2
Cc1nc2c(-c3ccc(F)cc3)c(C)nn2c(C)c1CCC(=O)N1CCC(Cc2ccccc2)CC1	1	1624	1	-1	x	-2	4	x	-2	4	0.1
O=C(COC(=O)c1ccc2c(c1)OCCO2)NCc1ccccc1	1	1482	7	-9	-11	4	4	x	-10	-7	1.4
O=C(COc1ccc(S(=O)(=O)NC2CCCCC2)cc1)NC1CCCC1	1	1639	-2	0	-11	-3	-5	1.2	-3	-3	-1.5
O=C(NCc1ccc2c(c1)OCO2)C1CCN(S(=O)(=O)N2CCOCC2)CC1	0.8	1548	-1	-2	-3	21	3	-0.019	4	-1	-0.1
CC(C)=NOc1cc(NC(=O)CCl)cc([N+](=O)[O-])c1	1.1	1500	-1	99*	-15	-6	12	-1.5	-5	1	-0.6
CCOC(=O)/C(C(=O)Nc1ccc(Cl)cc1Cl)=C1/NC(C)(C)Cc2ccccc21	0.9	1492	5	73*	-11	7	-3	-0.088	-11	3	0.9
Nc1c(C(=O)NCc2ccccc2)sc2nc3c(cc12)C(=O)CCC3	0.9	1432	-7	3	x	9	5	x	5	10	2.1
COc1ccccc1N(CC(=O)N(c1ccccc1)C(C)C)S(=O)(=O)c1cccs1	0.9	1700	11	8	-14	11	7	-2.3	11	4	-0.4
Cc1nn(Cc2ccc(F)cc2)c2sc(C(=O)Nc3ccccc3N3CCOCC3)cc12	0.9	1729	8	34	-25	8	5	x	-3	-4	-0.8
O=C1N/C(=N/c2ccccn2)SC1Cc1ccccc1 (stereo not drawn)	1	1674	7	-3	-1	4	10	-0.61	9	6	5.0
O=C(O)c1cccc(Nc2cc(Cl)c3nonc3c2[N+](=O)[O-])c1	0.9	1446	-8	4	-10	12	3	0.68	1	-1	-0.1
CN(C)CCN1C(=O)c2oc3ccccc3c(=O)c2C1c1ccc(F)cc1 (stereo not drawn)	1	1474	-2	31	17	0	-1	x	3	2	-3.5
Cc1ccc(S(=O)(=O)c2nc(Nc3nccs3)sc2Cl)cc1	0.9	1504	10	-3	-4	13	6	x	12	7	-0.6
CCOC(=O)c1c(C)sc2c1N(C(=O)CN1CCOCC1)c1cc(Cl)ccc1S2	1	1469	2	15	x	0	-1	x	0	5	-0.4
CC1(C)CC(=O)C2=C(C1)OC(N)=C([N+](=O)[O-])C2c1ccc(C#N)s1 (stereo not drawn)	1	1586	1	20	-25	-3	5	-0.66	-13	3	0.8
Cc1ccc(C)c(-c2cc(C(=O)Nc3sc(C)c(C)c3C(N)=O)c3ccccc3n2)c1	1.1	1786	6	61*	x	-7	5	1.1	0	12	-4.9
N#C/C(=C\c1ccccc1)C(=O)N(c1ccccn1)C1CCCCC1	1	1614	0	14	4	-4	2	x	-7	7	0.0
COc1ccccc1CNc1ncnc2c1nnn2Cc1ccccc1	1	1483	1	21	6	2	0	-0.04	-3	-7	-0.1
CCc1ccc(NC(=S)N2CCN(c3cccc(OC)c3)CC2)cc1	0.9	1560	-3	11	-4	10	-8	x	4	-3	0.7
CC(=O)Nc1ccc2nc(CN3CCN(CC=C(C)C)C(CCO)C3)ccc2c1 (stereo not drawn)	1.2	1527	8	-2	2	-24	11	0.42	7	2	-1.6
COc1ccc(C(=O)NCCc2ccc(S(N)(=O)=O)cc2)cc1OC	1.2	1445	-7	-1	5	-17	-5	1.4	-5	-12	1.3
CC1=NC(C)(C)Cc2c(C)cccc21	1	1755	3	-2	-20	1	4	0.33	4	2	0.4
CCCN1C(=O)/C(=C/c2ccc3c(c2)OCO3)NC1=S	0.9	1587	2	3	-2	12	8	-0.23	-6	8	-0.5

Of the compounds above, these have two or more sulfur atoms.
SMILES	bIAP act	SRC2 TRFRET art	PPARg SRC2 recr	L major viab	S1P3 antag	bIAP inh	PPARg SRC-1 ag	ROMK mod	TLR4 MyD88 comp	PPARg SRC-3 ag	DTT redox prof
COc1ccccc1N(CC(=O)N(c1ccccc1)C(C)C)S(=O)(=O)c1cccs1	0.9	1700	11	8	-14	11	7	-2.3	11	4	-0.4
Cc1ccc(S(=O)(=O)c2nc(Nc3nccs3)sc2Cl)cc1	0.9	1504	10	-3	-4	13	6	x	12	7	-0.6
CCOC(=O)c1c(C)sc2c1N(C(=O)CN1CCOCC1)c1cc(Cl)ccc1S2	1	1469	2	15	x	0	-1	x	0	5	-0.4

(list continues)
SMILES	bIAP act	SRC2 TRFRET art	PPARg SRC2 recr	L major viab	S1P3 antag	bIAP inh	PPARg SRC-1 ag	ROMK mod	TLR4 MyD88 comp	PPARg SRC-3 ag	DTT redox prof
CCOC(=O)NC(NCc1ccccc1)(C(F)(F)F)C(F)(F)F	0.8	1638	6	-6	-8	16	1	x	1	-2	0.1
CNCCOc1ccc(Cl)c(Cl)c1	1.1	1456	3	-1	-19	-7	-7	x	6	3	0.0
O=C(NC(=O)c1ccc(Cl)cc1)OC1CCCCC1	0.9	1580	6	-4	-3	13	0	-0.032	-17	-2	-0.6
O=C(Cc1nc2ccccc2[nH]1)N/N=C/c1ccccc1	0.9	1734	8	-3	2	6	8	x	2	2	0.0
CC[C@@H](C)[C@@H](C(=O)N1CCN(C(=O)OC(C)(C)C)CC1)n1cc(CCCCNC(=O)OC(C)(C)C)nn1	1	1478	2	-1	13	2	-4	x	-8	-1	-1.1
O=C(CNC(=O)c1ccccc1F)OCC(=O)N1CCCc2ccccc21	1.1	1481	-3	-4	1	-7	-4	x	10	1	0.5
Cc1ccc(OC(C)C(=O)N2CCCc3ccccc32)cc1 (stereo not drawn)	0.9	1431	-2	27	x	10	4	-1	4	0	-0.1
CC(=O)Nc1ccc(-c2cc(NC(C)=O)n(-c3ccccc3)n2)cc1	1	1465	6	-1	-14	-4	-1	0.017	1	-16	2.3
Cc1ccc(SCc2ccc(C(=O)N3CCCCC3)cc2)cc1	1.1	1449	5	-1	-5	-6	7	-1.2	-6	-2	0.4
CC(=O)c1cccc(NC(=O)C2CCN(S(=O)(=O)c3ccccc3)CC2)c1	0.9	1722	13	0	x	14	2	0.13	-5	14	0.0
COc1ccc(S(=O)(=O)CCC(=O)NCCc2ccc(C)cc2)cc1	1	1498	7	-2	x	3	-4	x	2	7	-15
CN=C(Nc1cccc(Cl)c1)SC1CC(=O)N(c2ccc(OC)cc2)C1=O (stereo not drawn)	0.9	1668	-3	44	-5	9	-3	-1	4	-2	-0.6
COc1ccc(C2N=C(N)N=C(N)N2c2ccccc2OC)cc1OC (stereo not drawn)	1.1	1487	-3	0	x	-7	8	x	24	2	-3.6
Clc1ccc(COc2ccccc2CNCc2cccnc2)cc1	1.1	1287	-8	99*	x	-9	-1	-2.8	5	0	0.3
COc1ccc(C2Nc3ccccc3C(=O)N2NC(=O)c2ccccc2)cc1OC (stereo not drawn)	1	1427	6	-2	-9	-5	12	0.05	-22	3	-0.1
COc1ccc(/C=N/NS(=O)(=O)c2ccccc2)cc1OS(=O)(=O)c1ccccc1	1	1442	-5	-2	x	5	-6	1.6	-5	-3	-1.5
COc1ccc(NC(=O)C2CCN(S(C)(=O)=O)CC2)cc1	1	1641	6	-4	x	4	5	0.05	-6	-3	0.2
O=C(/C=C/c1c(Cl)cccc1Cl)Nc1ccncc1	0.8	1541	-3	98*	x	20	3	-0.037	-4	10	0.0
C=CCn1c(SCC(=O)N2CCOCC2)nc(O)c(Cc2ccccc2)c1=O	0.9	1639	-2	1	-42	7	5	1.4	8	9	0.4
Cc1sc2nc(CSc3nnc(Cc4cccs4)n3C3CCCCC3)[nH]c(=O)c2c1C	1	1585	6	34	x	2	4	-1.3	-4	8	0.0
Cc1ccccc1S(=O)(=O)Cc1ccc(C(=O)NCc2cccs2)o1	0.8	1749	1	2	x	18	6	x	-2	0	0.7
O=C(NC1CCS(=O)(=O)C1)C1CCCN(S(=O)(=O)c2ccc(Cl)cc2)C1 (stereo not drawn)	0.6	1666	10	-7	-16	42	3	x	-4	2	-0.5
COc1ccc(Cn2nnnc2CN2CCc3ccccc32)cc1	0.9	1495	9	2	-22	9	5	x	-5	9	0.9
COc1cc(-c2c(C#N)c(=O)[nH]c3c2c(C)nn3-c2ccccc2)ccc1O	0.8	1574	-2	-10	-12	21	2	0.49	2	15	2.6
CC(C)(C)c1ccc(OCCNC(=S)NC(=O)c2cccnc2)cc1	0.8	1497	1	53*	-7	22	-8	0.04	-1	-2	0.2
C=CCN(c1ccc(C(=O)N2CCN(c3ccc(F)cc3)CC2)cc1)S(C)(=O)=O	0.9	1519	7	-6	-31	8	0	x	-7	-4	1.8
Cc1nc(N2CCCCC2)sc1C(=O)c1ccc(Cl)c([N+](=O)[O-])c1	1.1	1332	-2	19	-11	-8	3	-0.61	2	5	0.9
COc1ccc(C2NC(=O)c3n[nH]c(C)c32)c(OC)c1 (stereo not drawn)	1.1	1450	7	-9	-45	-14	0	x	-7	5	-0.6
COc1cccc(C(=O)C2CCCN(Cc3cn(C)nc3-c3ccccc3)C2)c1 (stereo not drawn)	1	1566	8	7	2	-4	9	-1.3	-20	7	-0.8
CC1CCC2(CC1)NC(=O)N(CC(=O)c1cccn1C)C2=O (stereo not drawn)	0.9	1425	0	7	x	5	3	x	3	-3	3.0
CC(C)(C)C(=O)NC(=S)Nc1ccccc1C(=O)Nc1ccccc1	1	1268	-1	-3	x	5	-4	x	1	-3	-2.1
CCCc1c2ccccc2nc2ccccc12	1	1494	1	0	0	2	4	-0.52	-3	2	-0.6
CC12CCC(C(=O)Nc3nccs3)(OC1=O)C2(C)C (stereo not drawn)	1	1671	-2	3	x	4	2	x	-9	2	2.1
COc1ccc(OCC(=O)Nc2ccccc2C(=O)NC(C)C)cc1	1.2	1611	2	7	-1	-16	5	0.74	0	3	-0.1
NC(=O)CN1CCN(S(=O)(=O)c2ccc(Br)cc2)CC1	1	1601	-3	-7	-5	-1	5	-0.27	0	3	-0.2
O=C1c2cccc3cccc(c23)C(=O)N1Cc1ccccc1	0.9	1553	3	-2	-23	7	5	x	13	4	1.8
